High-throughput results: PubChem, National Center for Advancing Translational Sciences (NCATS)
IL-1B inflam inh: inhibitors of inflammasome signaling (IL-1 beta secretion). THP-1 LPS/ATP IL-1B secretion, AlphaLISA, 16 h; active compounds read low. activity change, % at 57.5 µM. actives 4.7% (n = 360,000). AID 743279; in the data active means activity change below about -50%; inconclusive means mostly about -30% to -49%; further: on the % scale 0 is the no-effect control and ±100 the full control effect
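Secreted IL-1B measured by AlphaLISA bead assay after 16 h compound exposure of THP-1 cells; compounds (final up to 57.5 uM) added 1 h before LPS (250 ng/mL) and ATP (1.25 mM) stimulation; lower signal means less secretion.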
Nrf2 inh: blocks Nrf2 signaling. A549 ARE-Fluc reporter, luciferase luminescence, 18-24 h. Potency, µM (highest dose often 46 µM), for inactives: at the top dose activity change, negative = inhibition, hits mostly inhibitors. actives 2.1% (n = 360,000). AID 504444; further: potency means the concentration at half of the fitted maximal effect; on the % scale 0 is the no-effect control and ±100 the full control effect; nearly all actives have a fitted effect of over 60% in size
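Nrf2 function is reported as luminescence of an ARE-controlled luciferase in A549 cells. Compounds were tested at several concentrations, and a CellTiter-Fluor read on the same wells flagged cytotoxicity.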
ATXN2 expr inh: inhibitors of ATXN2 expression | HEK-293 ATXN2-luciferase reporter, luminescence, 24 h | Potency, µM (top dose mostly 57 µM), for inactives: at the highest dose activity change, negative = inhibition, usual class: inhibitors | actives 0.72% (n = 360,000); further: potency means the concentration at half of the fitted maximal effect; on the % scale 0 is the no-effect control and ±100 the full control effect; nearly all actives have a fitted effect of over 55% in size
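qHTS (up to 57 uM final) was run with 24 h compound exposure of reporter cells at 37 °C. Each well was multiplexed: SteadyGlo luminescence measured ATXN2-luciferase expression after a fluorogenic Gly-Phe-AFC viability readout (25 uM final).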
A549 tox: kills or reduces viability of A549 cells in Nrf2 counter-screen | Potency, µM (highest dose often 46 µM), inactives show at the top dose activity change, negative = cytotoxicity, most hits filed as inhibitors | AID 504648 | actives 0.16% (n = 390,000) | A549 ARE-Fluc cells, CellTiter-Fluor viability, 18-24 h; further: potency means the concentration at half of the fitted maximal effect; on the % scale 0 is the no-effect control and ±100 the full control effect
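A549 ARE-Fluc cells in 5% FBS OPTI-MEM, 5000 cells/well, rested 2 h then exposed to compounds in concentration-response for 18-24 h at 37 °C. Viability by CellTiter-Fluor fluorescence (Ex 405/Em 525) after 30 min; luciferase luminescence (BugLite, 15 min, RT) read afterwards.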
ATXN viability: reduces viability in counter-screen for ATXN expression inhibitors; Potency, µM (top dose mostly 56.7 µM), most hits filed as cytotoxic; S2 cells (HEK-293 line with an ATXN2-luciferase reporter) viability, CellTiter-Fluor protease fluorescence, 24 h; actives 0.49% (n = 400,000); further: potency means the concentration at half of the fitted maximal effect; nearly all actives have a fitted effect of over 40% in size
HepG2 viability: HepG2 cytotoxicity, counter-screen for TGF-b inhibitors | HepG2 CAGA-GFP viability, ATP luminescence, 18 h | Potency, µM (top dose mostly 46.1 µM), for inactives: at the highest dose activity change, negative = cytotoxicity, hits mostly cytotoxic | actives 0.76% (n = 410,000); further: potency means the concentration at half of the fitted maximal effect; some results filed as inactive show a strong effect at the top dose
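CellTiter-Glo luminescence gave cytotoxicity after 18 hours at 37 degrees C. The cells were HepG2 CAGA-GFP in 1% FBS DMEM, stimulated with 500 pg/mL TGF-beta after compound addition. %Activity was normalised to no-cell wells (complete cell-killing) and DMSO (no toxicity), and curves were fitted and classified.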
Nrf2 activator: activators of Nrf2 (ARE) signaling; actives 0.31% (n = 410,000); AREc32 ARE-luciferase reporter (MCF7-derived line), luminescence, 24 h; Potency, µM (titrated, usually from 46.1 µM), without a hit: at the highest dose activation, usual class: activators; AID 624171; further: potency means the concentration at half of the fitted maximal effect; % of control where 0% means no effect; nearly all actives have a fitted effect of over 65% in size
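ARE-driven firefly luciferase activity in AREc32 cells measured after a 24 hr compound exposure at 37 deg C, using Steady-Glo reagent and a 30 min room-temperature hold.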
TGFb inhibitor: inhibitors of TGF-b signaling; HepG2 CAGA-GFP TGF-b/SMAD3 reporter, GFP fluorescence, 18 h; TGF-beta stimulated, 500 pg/mL final; Potency, µM (highest dose often 46.1 µM), without a hit: at the top dose activity, negative = inhibition, usual class: inhibitors; actives 1.2% (n = 410,000); further: potency means the concentration at half of the fitted maximal effect; on the % scale 0 is the no-effect control and ±100 the full control effect; nearly all actives have a fitted effect of over 65% in size
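Inhibition was scored as loss of TGF-beta-induced (500 pg/mL final, 18 hours, 37 degrees C) GFP in HEPG2 cells carrying a CAGA-GFP reporter, in DMEM with 1% FBS. Well GFP was summed per cell; Activity was normalised to unstimulated and stimulated DMSO wells, then concentration-response fitting.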
MCF10A rerep: inducers of DNA re-replication in MCF 10A breast cells; Potency, µM (doses to about 46.1 µM), for the others: at the highest dose activity, positive = re-replication, most hits filed as activators; AID 624296; MCF 10A DNA re-replication, Hoechst nuclear intensity, 48 h; actives 2.9% (n = 350,000); further: potency means the concentration at half of the fitted maximal effect; % of control where 0% means no effect; nearly all actives have a fitted effect of over 50% in size
Active calls of the source: *; i = inactive; ? = inconclusive; nt = no result given; [ ] = remark or other dose. Unless noted, the call rests on the fitted dose curve; in most records, active means well fitted curve in the direction sought with a large enough effect; inconclusive means small, poorly fitted or top-dose-only effect, or another doubt; inactive means no such curve, though single readings can be large; an effect the other way counts as inactive or inconclusive.

A first look, five compounds:
SMILES | IL-1B inflam inh | Nrf2 inh | ATXN2 expr inh | A549 tox | ATXN viability | HepG2 viability | Nrf2 activator | TGFb inhibitor | MCF10A rerep
CSC1=C(C#N)C(c2sccc2C)CC(=O)N1 (stereo not given) | -76* | -10% | -10% | 12% | i | -7% | -0.2% | -3% | -20%
Cc1ccc(OCC(=O)O/N=C(\N)Cc2ccc([N+](=O)[O-])cc2)cc1C | 6 | -4% | 15% | 0% | i | 21% | -1.0% | -3% | -4%
Cc1ccc(-n2ncc(C(=O)NCc3ccco3)c2C2CCN(C(=O)OC(C)(C)C)CC2)cc1C | nt | -2% | nt | 1% | nt | -48% | 1.1% | -47% | nt
CS(=O)(=O)c1ccc(C(=O)NCc2ccccc2F)cc1 | 13 | -4% | -1% | -1% | i | 4% | 0.3% | 16% | 6%
CCOc1ccc(N2C(=O)CC(N3CCC(NC(=O)Nc4ccccc4)CC3)C2=O)cc1 (stereo not given) | 0 | nt | -8% | -3% | i | -2% | 0.0% | -11% | 0%

This part in full, previewed entries included:
SMILES | IL-1B inflam inh | Nrf2 inh | ATXN2 expr inh | A549 tox | ATXN viability | HepG2 viability | Nrf2 activator | TGFb inhibitor | MCF10A rerep
CSC1=C(C#N)C(c2sccc2C)CC(=O)N1 (stereo not given) | -76* | -10% | -10% | 12% | i | -7% | -0.2% | -3% | -20%
Cc1ccc(OCC(=O)O/N=C(\N)Cc2ccc([N+](=O)[O-])cc2)cc1C | 6 | -4% | 15% | 0% | i | 21% | -1.0% | -3% | -4%
Cc1ccc(-n2ncc(C(=O)NCc3ccco3)c2C2CCN(C(=O)OC(C)(C)C)CC2)cc1C | nt | -2% | nt | 1% | nt | -48% | 1.1% | -47% | nt
CS(=O)(=O)c1ccc(C(=O)NCc2ccccc2F)cc1 | 13 | -4% | -1% | -1% | i | 4% | 0.3% | 16% | 6%
CCOc1ccc(N2C(=O)CC(N3CCC(NC(=O)Nc4ccccc4)CC3)C2=O)cc1 (stereo not given) | 0 | nt | -8% | -3% | i | -2% | 0.0% | -11% | 0%
COc1ccc(/C(C)=N/Nc2nc3ccccc3n3cnnc23)cc1OC | -5 | -25% | 2% | 1% | nt | -2% | 5.9% | 23% | -2%
COC(=O)c1cc(C(=O)Nc2cccc(C)n2)cc([N+](=O)[O-])c1 | -12 | 21% | -6% | -2% | i | 2% | 4.6% | 4% | 0%
O=C1CC(c2ccco2)CC(O)=C1C=NCC1CCNCC1 (stereo not given) | 14 | 8% | -1% | 12% | i | -2% | -0.1% | -2% | 0%
COc1cc(CNn2cn[nH]c2=S)cc(Br)c1OCc1ccccc1F | 3 | -7% | -7% | 2% | i | -24% | 4.3% | -17% | ?
COc1cccc(-c2nc(CS(=O)CC(=O)NCCc3ccc(C)cc3)c(C)o2)c1 (stereo not given) | -10 | -10% | -15% | -4% | i | -15% | -0.2% | -5% | -4%
C=CCOn1c(=O)c(-c2ccc(Cl)cc2)[n+]([O-])c2ccccc21 | 10 | 11% | -5% | 2% | i | 14% | 0.2% | 3% | 1%
CC(NC(=O)/C(=C\c1cccc([N+](=O)[O-])c1)NC(=O)c1ccco1)C(=O)O (stereo not given) | 4 | 4% | 1% | 1% | i | -1% | -0.3% | 5% | ?
CCOc1ccc(S(=O)(=O)Nc2ccc(S(=O)(=O)Nc3cc(OC)ccc3OC)cc2)cc1 | 15 | nt | -4% | 3% | i | 3% | -1.1% | -3% | ?
O=C(C(c1ccccc1)c1ccccc1)N1CCOCC1 | -6 | 11% | -8% | 0% | i | 1% | -0.3% | 0% | 0%
O=C(c1ccccc1Cl)N1CCCCC1CCN1CCCCC1 (stereo not given) | nt | 8% | nt | 5% | nt | -12% | 0.1% | 1% | nt
CCOC(=O)c1cc(S(=O)(=O)NCc2cccc(Cl)c2)[nH]n1 | nt | nt | 8% | 8% | ? | -4% | -0.1% | -1% | nt
CC1=C(C(=O)OCc2ccccc2)C(c2ccc(C#N)cc2)NC(=O)N1CCCC(=O)O (stereo not given) | 4 | 24% | 8% | 10% | i | -3% | 0.3% | 6% | 15%
CCCCCCSc1cc(-c2nc3ccc(Cl)cn3c2NC2CCCCC2)ccc1OC | -17 | 11% | 18% | -3% | i | -14% | -0.9% | ? | -5%
O=C(O)c1ccccc1C(=O)NCCCn1ccnc1 | -3 | 7% | -6% | 4% | i | 4% | -0.5% | 7% | 1%
N/C(Cc1nc(-c2ccc(Br)cc2)cs1)=N\O | -22 | 13% | 0% | 2% | i | -18% | 13% | -13% | -26%
COc1ccc(-n2nc(C(=O)NCC(=O)NCCCN3CC(C)CC(C)C3)c3ccccc3c2=O)cc1 (stereo not given) | -8 | -8% | -19% | -15% | ? | -6% | -0.5% | -22% | 0%
CS(=O)(=O)N(CC(=O)Nc1ccc(Br)cc1)C1CCCCC1 | -4 | 5% | -27% | -6% | i | 14% | -0.8% | -14% | 11%
COc1ccc(-c2oc3c(OC)c(OC)c(OC)c(O)c3c(=O)c2OC)cc1OC | 34 | ? | ? | 3% | i | -51% | -0.8% | -10% | -2%
CCN(Cc1nc(-c2ccc(Cl)cc2)no1)CC1CCCO1 (stereo not given) | -14 | 12% | 4% | 8% | i | -27% | 4.7% | -13% | ?
CCN(CC)C(=O)COc1coc(CN2CCN(c3ccccc3)CC2)cc1=O | 3 | -3% | -1% | 3% | i | -32% | -0.6% | -6% | 8%
COC(=O)c1cc(NC(=O)Cc2cc(OC)c(OC)c(OC)c2)cc(C(=O)OC)c1 | -25 | -48% | -6% | 5% | i | 0% | 1.5% | 6% | -33%[inhibitor]
C/C(CC(=O)NC(C)(C)C)=N\NC(=O)c1ccco1 | 13 | 1% | 1% | 0% | ? | 1% | 11% | -30% | 0%
